# Bioassay records (PubChem)
# M1 PAM parental: nonselective calcium activators in parental CHO-K1 cells, primary screen, counter-screen for M1 PAM project, cell-based, Fluo-8 calcium fluorescence, full deck, 1536-well. ATP EC20; 0% at ATP EC20, 100% at ATP max. activation, % at 3 µM. hit rate 0.02% among 360,000;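 active means activation above the run cutoff, the mean activation of all test compounds plus 3 SD, cut at about 40% in these data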;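 further: peak over basal fluorescence ratio in a 140 s read after ATP addition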
# TAAR1 antagonist: human TAAR1 antagonists, primary screen, Fluo-8 calcium fluorescence, CHO RD-HGA16 cells; antagonist; inhibition, % at 3 µM; hit rate 1.5% among 360,000;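 active means inhibition above a per-plate cutoff, the mean inhibition of test compounds on that plate plus 3 SD, cut at about 49% in these data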;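 further: 0% = DMSO plus EC80 beta-PEA response and 100% = DMSO alone without agonist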
# Target sequence (Q96RJ0 whole entry, looked up): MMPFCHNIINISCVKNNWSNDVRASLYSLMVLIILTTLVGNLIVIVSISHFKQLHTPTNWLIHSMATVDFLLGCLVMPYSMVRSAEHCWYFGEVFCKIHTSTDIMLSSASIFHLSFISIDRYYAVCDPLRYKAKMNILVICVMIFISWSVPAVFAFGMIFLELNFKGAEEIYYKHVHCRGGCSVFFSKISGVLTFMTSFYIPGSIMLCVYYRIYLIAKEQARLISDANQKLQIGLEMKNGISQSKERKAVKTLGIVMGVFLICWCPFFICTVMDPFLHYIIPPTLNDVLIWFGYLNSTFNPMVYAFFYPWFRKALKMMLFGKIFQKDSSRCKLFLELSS
#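 Assay system: CHO-derived RD-HGA16 cells stably expressing human TAAR1 plus Gα16. Timing: 140 s kinetic read after compound, 140 s after agonist. Technique: kinetic Fluo-8 calcium fluorescence measurement. Measure: % inhibition of agonist calcium response.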
# OXTR agonist: human OXTR agonists, primary screen, fluorescence, CHO-OTR cells, Fluo-8 calcium. Oxytocin receptor (Homo sapiens), P30559. Fluo-8 calcium fluorescence; normalized: DMSO 0%, oxytocin 100%. activation, % at 3 µM. hit rate 0.32% among 320,000. AID 2435, 2010;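 active means activation above the mean of all tested compounds plus 3 SD, cutoff set per screening run, cut at about 20% in these data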;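 further: peak over basal fluorescence ratio from a 100 s FLIPR kinetic read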
# CHO-K1 Ca antag: counter-screen for M1 antagonists: effect in parental CHO-K1 cells; ATP-induced calcium, Fluo-8 fluorescence; inhibition, % at 3 µM; hit rate 0.6% among 360,000;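 active means inhibition above a per-plate cutoff, the plate's mean sample inhibition plus 3 SD, cut at about 24% in these data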;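 further: 0% = DMSO plus EC80 ATP and 100% = DMSO alone without ATP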
# M1 ag parental: counter-screen for M1 agonists: effect in parental CHO-K1 cells. Fluo-8 calcium fluorescence; scaled to maximal ATP response, vehicle zero. activation, % at 3 µM. hit rate 0.48% among 360,000. AID 602248, 2012; in the data active means activation above about 15%;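 further: untransfected CHO-K1 host cells lacking M1 receptor as counterscreen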
# GPR7 antag: GPR7 receptor antagonists, primary screen, cell-based, fluorescence, single concentration | Neuropeptides B/W receptor type 1 (Homo sapiens), P48145 | GPR7-expressing cells, fluorescence antagonist assay | inhibition, % at 4.4 µM | hit rate 1.1% among 290,000; in the data active means inhibition above about 16%, passing the limit was not always enough;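 further: cells stimulated with the agonist NPW; 0% = agonist with vehicle and 100% = vehicle without agonist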
# Target sequence (P48145 whole entry, looked up): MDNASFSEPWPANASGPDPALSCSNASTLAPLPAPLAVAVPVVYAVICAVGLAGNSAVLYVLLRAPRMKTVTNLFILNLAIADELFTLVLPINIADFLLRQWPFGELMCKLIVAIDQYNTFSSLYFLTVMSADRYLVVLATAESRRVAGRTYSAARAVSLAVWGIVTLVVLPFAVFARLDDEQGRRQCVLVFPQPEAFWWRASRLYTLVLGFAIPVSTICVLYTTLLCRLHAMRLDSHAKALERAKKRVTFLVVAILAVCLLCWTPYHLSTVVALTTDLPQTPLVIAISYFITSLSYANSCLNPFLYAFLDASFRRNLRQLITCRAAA
# CHO parental Ca: ATP-evoked calcium signal inhibitors, parental CHO, primary screen, counter-screen for OX1R antagonist project, cell-based, fluorescence, Fluo-8 calcium dye. parental CHO-K1, ATP-induced calcium, Fluo-8 fluorescence. inhibition, % at 5.6 µM. hit rate 0.63% among 330,000. AID 463079, 2010;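 active means inhibition above that plate's mean sample inhibition plus 3 SD, cut at about 26% in these data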;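 further: 0% = ATP-challenged DMSO wells and 100% = DMSO wells without ATP; some compounds past the cut are filed as inactive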
#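 Test system: parental CHO cells; detection: calcium-sensitive Fluo-8 fluorescence; evaluation: percent inhibition of calcium signal; also added: ATP as calcium-mobilizing challenge; repeats: one well per compound; control set: ATP-challenged DMSO wells low, unchallenged DMSO wells high; compound: single nominal dose of 5.6 µM per compound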
# V1R ag counter: agonists of human V1a receptor, primary screen, counter-screen for OXTR agonist project, fluorescence, CHO-V1R cells; Vasopressin V1a receptor (Homo sapiens), P37288; Fluo-8 calcium fluorescence, agonist mode; 0% DMSO, 100% 3 nM vasopressin; activation, % at 3 µM; hit rate 0.25% among 320,000; AID 2797, 2010;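 active means activation above the mean activation of all tested compounds plus 3 SD, per screening run, cut at about 20% in these data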;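 further: signal is peak over basal fluorescence ratio across a 100 second FLIPR read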
# Target sequence (P37288 whole entry, looked up): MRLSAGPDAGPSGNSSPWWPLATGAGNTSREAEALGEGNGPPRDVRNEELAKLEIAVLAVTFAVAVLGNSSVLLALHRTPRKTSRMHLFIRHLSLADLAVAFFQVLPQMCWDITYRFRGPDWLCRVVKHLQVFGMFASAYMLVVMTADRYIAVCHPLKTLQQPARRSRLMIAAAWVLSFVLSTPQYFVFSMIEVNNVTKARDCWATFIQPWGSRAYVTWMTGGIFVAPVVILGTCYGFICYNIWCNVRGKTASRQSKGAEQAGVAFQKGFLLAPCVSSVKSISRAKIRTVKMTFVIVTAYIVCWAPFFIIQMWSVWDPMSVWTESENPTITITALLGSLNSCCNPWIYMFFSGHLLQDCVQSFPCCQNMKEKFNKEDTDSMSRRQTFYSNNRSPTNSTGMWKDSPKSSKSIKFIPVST
# OXTR potentiate: human OXTR potentiators, primary screen, fluorescence, CHO-OTR cells, Fluo-8 calcium; activation, % at 3 µM; Fluo-8 calcium fluorescence, potentiator mode; 0% = oxytocin EC15, 100% = EC100; hit rate 0.061% among 320,000;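 active means activation above that plate's cutoff, the mean activation of tested compounds plus 3 SD, cut at about 6.6% in these data, passing the limit was not always enough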;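 further: 100% uses oxytocin at 75 nM as the full agonist control; some results filed as inactive read as strong as hits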
#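 Material: human OTR in CHO cells. Compound: 3.0 µM, one dose. Timing: compound 6 min at room temperature before oxytocin, 100 s read. Evaluation: % activation of max/min ratio relative to oxytocin controls. Replication: single well per compound, singlicate. Signal: Fluo-8 calcium dye fluorescence.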
# An asterisk follows results filed as active; · = not tested or not shown.
# Results follow in this order: M1 ag parental	TAAR1 antagonist	CHO parental Ca	CHO-K1 Ca antag	M1 PAM parental	OXTR agonist	V1R ag counter	GPR7 antag	OXTR potentiate
CN(C)C(=O)CNC(=O)CN1C(=O)NC2(CCCc3sccc32)C1=O (stereo unspecified)
    1.4	-3.0	7.8	-11.7	12.0	0.1	0.5	2.7	-4.4
CCOC(=O)c1ccccc1NC(=O)c1ccc2nccnc2c1
    0.2	0.0	-14.0	-16.4	19.7	-1.1	-1.3	-6.8	-13.9
CCN(C(=O)COC(=O)CC(C)c1ccccc1)c1c(N)n(Cc2ccccc2)c(=O)[nH]c1=O (stereo unspecified)
    -0.1	3.2	-7.5	1.2	-9.1	-0.9	-0.1	·	-0.8
C=CCC1(CC=C)CCCN1C(=O)CC1C(=O)NCCN1Cc1ccccc1OC (stereo unspecified)
    0.8	-3.3	-8.3	-10.8	5.1	-0.8	-0.5	4.5	-13.1
CN(C)c1ccc(/C=C(/NC(=O)c2ccccc2)C(=O)NCCN2CCOCC2)cc1
    4.6	-12.3	-2.3	-5.5	7.9	2.8	6.8	-10.5	-12.5
O=C(N/N=C/c1ccco1)Nc1ccccc1
    0.7	8.9	3.1	-5.7	24.1	-1.3	0.2	2.0	-1.6
CC(Sc1ccc(Br)cc1)C(N)=O (stereo unspecified)
    0.3	12.3	-4.2	-2.2	-2.5	-0.2	0.6	-1.6	3.0
CCSc1nc(=O)n(-c2ccccc2)c(C)c1C(C)=O
    0.4	1.2	-1.8	-6.1	13.7	-0.2	1.3	-8.6	-3.2
CCCCCCCCOC(=O)/C=C/c1c(C)[nH]c(=O)[nH]c1=O
    0.1	3.4	3.0	-3.1	14.5	0.8	0.5	0.5	-5.5
CC1(C)CC(=O)C=C(C(=O)N2CCCC(C(=O)c3cc(F)ccc3F)C2)O1 (stereo unspecified)
    0.7	-21.7	·	-17.4	14.0	·	·	·	·
CC(C)(C)OC(=O)N(CC1CCNCC1)C(=O)c1[nH]c(C(F)(F)F)nc1-c1ccccc1
    0.4	-2.1	·	-10.6	10.7	·	·	·	·
CC1(C(=O)NNC(=O)c2cccc([N+](=O)[O-])c2)CC1Br (stereo unspecified)
    0.1	-17.6	·	10.1	-10.1	·	·	·	·
OC(c1ccc(Cl)c(F)c1)c1ncc(-c2ccc(F)cc2)[nH]1 (stereo unspecified)
    1.5	17.5	·	13.3	-6.2	·	·	·	·
Cc1ccc(NS(=O)(=O)c2ccc3[nH]c(=O)sc3c2)cc1
    0.9	8.7	-0.7	1.5	16.8	0.9	0.1	11.3	-9.7
Cc1ccc(C)c(OCCC(=O)Nc2ccc3c(c2)OCO3)c1
    1.1	-6.0	-12.0	-31.0	22.6	-2.0	-0.7	·	-5.3
Cn1c(=O)c2c(nc(NCc3cccnc3)n2Cc2ccccc2Cl)n(C)c1=O
    -0.3	-4.1	-5.0	10.2	-10.7	-1.0	0.7	-14.4	-1.9
Cc1cc2cc(C(c3nnnn3CC3CCCO3)N3CCCc4ccccc43)c(=O)[nH]c2cc1C (stereo unspecified)
    1.9	0.5	·	-7.4	16.6	·	·	0.7	·
O=C(O)c1cccc(COCC(F)(F)C(F)F)c1
    0.3	4.4	4.4	-13.3	13.9	0.9	0.5	-21.2	-3.2
C=CCN(c1ccccc1)S(=O)(=O)c1cccc(C(=O)OCC(=O)NCCOC)c1
    1.6	2.2	-1.4	-4.1	17.2	-0.2	0.2	-7.8	-5.3
O=C(Nc1ccnc(-c2cccnc2)n1)c1ccc(Cl)c(Cl)c1
    0.3	5.5	-8.8	2.8	-1.3	0.9	1.3	-10.8	-5.8
C[C@]12C(=O)N(c3cccc(Cl)c3)C(=O)N1[C@H]1c3ccccc3OC[C@@H]1[C@H]2c1ccccc1
    -0.2	·	-21.1	-1.4	-19.2	-1.2	0.4	-2.8	3.6
COc1ccc(N/N=C(\C=N\O)C(=O)c2ccc(OC)cc2)cc1
    1.4	13.4	-19.8	-8.8	6.9	1.3	1.5	1.4	-7.1
COc1cccc(CNS(=O)(=O)c2ccc(N3CCCC3=O)cc2)c1
    9.7	-9.5	0.5	-13.3	21.0	9.2	6.4	14.9	-15.3
CCN(CC)CC1CN(N=Cc2ccc([N+](=O)[O-])o2)C(=O)O1 (stereo unspecified)
    3.9	2.0	·	3.9	9.7	·	·	·	·
O=C(Nc1cccc(C(F)(F)F)c1)Nn1cnnc1
    0.2	-3.8	·	-6.9	-16.1	·	·	-3.9	·
CC1CCc2nn(CC(=O)NCc3ccc4c(c3)OCO4)cc2C1 (stereo unspecified)
    0.0	-11.8	-8.9	1.9	18.5	-0.4	0.5	-4.0	-5.2
Cc1cccn2c(CNC3CCCc4ccccc43)c(C(=O)N3CCCCC3)nc12 (stereo unspecified)
    4.2	21.2	-23.9	-14.0	12.4	-1.4	-1.0	34.1*	-8.7
Cc1ccc(CCNC(=O)C2CC(c3cc(C(F)(F)F)cc(C(F)(F)F)c3)=NO2)cc1 (stereo unspecified)
    -0.4	3.8	0.7	-11.1	18.3	-0.9	-0.1	·	-11.2
CC(S(=O)(=O)c1ccccc1)S(=O)(=O)c1ccccc1
    0.5	-11.3	·	7.4	8.6	·	·	·	·
COc1ccc(C(=O)Cn2cnc3ccccc3c2=O)c(OC)c1
    0.1	-31.8	·	1.2	-14.3	·	·	2.8	·

# Sorted by molar mass (highest first): some entries from above
# Results follow in this order: M1 ag parental	TAAR1 antagonist	CHO parental Ca	CHO-K1 Ca antag	M1 PAM parental	OXTR agonist	V1R ag counter	GPR7 antag	OXTR potentiate
CN(C)C(=O)CNC(=O)CN1C(=O)NC2(CCCc3sccc32)C1=O (stereo unspecified)
    1.4	-3.0	7.8	-11.7	12.0	0.1	0.5	2.7	-4.4
CC1(C(=O)NNC(=O)c2cccc([N+](=O)[O-])c2)CC1Br (stereo unspecified)
    0.1	-17.6	·	10.1	-10.1	·	·	·	·
CCOC(=O)c1ccccc1NC(=O)c1ccc2nccnc2c1
    0.2	0.0	-14.0	-16.4	19.7	-1.1	-1.3	-6.8	-13.9

# (next part)
# Results follow in this order: M1 ag parental	TAAR1 antagonist	CHO parental Ca	CHO-K1 Ca antag	M1 PAM parental	OXTR agonist	V1R ag counter	GPR7 antag	OXTR potentiate
O=[N+]([O-])c1ccccc1S(=O)(=O)n1cnc2ccccc21
    1.3	2.5	-10.2	-3.4	-2.9	2.8	1.9	1.9	9.7
CCC(C(=O)OCC(=O)c1ccc2c(c1)NC(=O)CO2)c1ccccc1 (stereo unspecified)
    8.8	42.3	-7.2	-5.5	10.0	3.0	3.2	-6.3	-5.2
O=C(N[C@@H]1C/C=C\C[C@@H](CC(=O)N(CCO)Cc2ccccc2)C(=O)NC[C@H](c2ccccc2)OC1=O)OCC1c2ccccc2-c2ccccc21
    -0.2	22.1	-11.6	-13.5	17.9	0.6	1.0	·	-2.6
CC(C)COCc1ccc(O)c2ncccc12
    0.0	7.7	-12.6	-7.8	23.3	0.6	0.2	-15.6	-2.7
CC(C)c1c(Cl)c(O)c(-c2ccccc2)c(=O)n1-c1ccc(F)cc1
    -0.1	3.5	0.3	2.9	-1.4	0.0	-0.9	10.5	6.3
CCC(=O)NS(=O)(=O)c1cccnc1Nc1ccccc1Cl
    0.1	-6.1	2.2	-7.9	10.9	0.8	1.4	-12.7	-10.5
O=C(O)c1c2c(nc3ccc(F)cc13)CCC2
    0.1	·	0.2	-16.0	5.0	0.4	-0.1	-13.9	-2.4
O=C(Nc1ccc(N2CCN(C(=O)c3ccco3)CC2)cc1)C(c1ccccc1)c1ccccc1
    9.4	-0.9	-5.7	-8.3	24.8	-0.2	0.0	0.2	-1.5
CN1/C(=C\C(=O)Nc2cccnc2)c2ccccc2CC1(C)C
    0.6	-2.9	-9.9	-8.1	17.0	-0.6	-0.7	10.7	-4.8
COc1ccc(-n2ncc3c(N4CCC(C(N)=O)CC4)ncnc32)cc1
    -0.3	-9.6	-0.7	-11.0	19.3	-0.2	-0.1	-3.7	4.0
O=C(NCCN1CCOCC1)c1cn(CCc2ccccc2)nn1
    -0.4	6.1	-9.0	-0.5	3.0	1.2	0.0	-2.0	3.2
N#CCCN(Cc1ccccc1)C(=O)Nc1ccc(F)cc1
    3.1	-8.1	-2.1	-8.7	9.9	0.9	0.5	-15.3	3.6
COc1ccc(S(=O)(=O)N2CCc3ccccc32)cc1C(=O)NCCc1ccc(S(N)(=O)=O)cc1
    0.2	15.9	-2.3	1.2	-13.4	2.0	2.6	·	-1.3
O=C(Nc1ccnn1C1CCN(C2CCCC2)CC1)c1ccccc1Cl
    -0.1	9.6	-17.5	-11.7	3.6	0.4	1.6	-7.6	-4.1
O=C(CCc1nnc2ccc(NCc3ccccc3Cl)nn12)NC1CCCC1
    0.4	-1.0	-21.5	-3.3	-14.1	-0.6	-0.1	-0.6	-5.0
C/C(CC(=O)NC1CCCC1)=N\NC(=O)c1ccc([N+](=O)[O-])c(Cl)c1
    0.6	-19.6	-7.7	-2.7	13.4	-0.4	-0.6	-9.5	-3.9
COc1ccc2nc(C)cc(SCC(=O)N/N=C/c3ccc(O)c(O)c3)c2c1
    0.3	9.8	-12.2	-14.0	22.2	-0.8	-0.8	-1.9	-10.0
CC(=O)Nc1ccc(NC(=O)Nc2ccc3c(c2)N(C)C(=O)CS3)cc1
    -0.1	11.0	-0.1	-12.0	16.6	-0.1	0.8	-6.7	-0.9
COc1cccc(N2C(=O)CC(N3CCN(c4ccc([N+](=O)[O-])cc4)CC3)C2=O)c1 (stereo unspecified)
    3.7	13.9	-7.3	1.7	17.8	3.9	2.6	-2.8	0.2
COc1ccc(-c2nc(CCNS(=O)(=O)c3ccc4c(c3)OCCO4)cs2)cc1
    11.3	0.5	-5.5	13.1	-8.4	4.0	6.0	0.8	-7.2
COC(=O)COc1cccc2c(=O)n(CC(=O)N3CCC(C)CC3)ccc12
    0.1	-2.6	-13.1	-3.6	-1.2	1.1	0.1	-5.2	5.8
C=C1C(=O)OC2C=C(CO)C3OC3C3OC3(C)CC(OC(=O)/C(=C/C)COC(C)=O)C12 (stereo unspecified)
    -0.3	-29.8	·	0.7	8.8	·	·	·	·
COc1ccccc1C(=O)NC(=S)N1CCc2ccccc21
    -0.3	11.4	-16.2	8.3	-7.2	-3.1	-1.5	-7.4	-3.5
CC(C)(C)C1C/C(=C/c2ccccn2)C(=O)/C(=C/c2ccccn2)C1 (stereo unspecified)
    3.4	·	-14.8	-12.8	22.9	-0.4	-0.3	-4.9	0.8
